HIV peptide binding – cell-free HIV fusion peptide-binding blockers – biochemical, uHTS, fluorescence dequenching, primary screen (AID 1986). cell-free peptide binding, fluorescence dequenching, 30 min; higher % means a stronger effect. one-dose inhibition, % at 20 µM; IC50 in µM for titrated hits. 290,000 compounds, 0.3% hits; in the data active means inhibition mostly above about 52%, no sharp cut-off; inactive means mostly below about 76%; further: some results filed as inactive read as strong as hits
MgcRacGAP inhibition – MgcRacGAP GTPase-activating activity inhibitors, confirmation, biochemical, ADP Hunter fluorescence; MgcRacGAP-stimulated Rac1 GTP hydrolysis, ADP Hunter fluorescence; higher % means a stronger effect; GST-tagged Rac1 F28L mutant substrate; 340,000 compounds, 0.6% hits; inhibition, % at 30 µM; hits with a dose series show IC50 in µM;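 active means first-screen hits whose inhibition reached a set limit at any dose in the follow-up dose series; inconclusive means inhibition above the set first-screen limit but never retested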;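 further: fluorescence reports GDP produced by GAP-driven GTP hydrolysis; strong numbers were not always called active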
UTI89 phage lysis – protection from phage-mediated lysis, alamar blue read-out – E. coli UTI89, K1F phage, bacterial capsule biogenesis inhibitors (AID 488966); E. coli UTI89 K1F phage lysis, alamar blue, 2 h; higher % means a stronger effect; one-dose inhibition, % at 100 µM; IC50 in µM for titrated hits; 340,000 compounds, 0.02% hits;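 active means phage lysis inhibition, versus mean bacterial control, above a set limit; inconclusive means no clear call, values can overlap the other calls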;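 further: capsule biogenesis inhibitors block K1F phage lysis so surviving cells raise fluorescence; higher fluorescence means more inhibition of phage lysis; actives were called in the ten point dose series up to 300 µM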
GPR55 LPI antagonism – GPR55 antagonists blocking LPI-driven arrestin recruitment, primary screen, imaging, U2OS, beta-arrestin-GFP, LPI agonist (AID 2013) | U2OS GPR55 beta-arrestin-GFP translocation imaging, LPI antagonism; higher % means a stronger effect | one-dose inhibition, % at 10 µM; IC50 in µM for titrated hits | 290,000 compounds, 0.13% hits;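 active means spots per cell inhibited over 60%, with over 100 cells counted and total cytoplasm intensity under 500,000; inconclusive means wells with under 100 cells, flagged as likely toxic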;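 further: U2OS cells stably carrying GPR55 and arrestin-GFP stimulated by 5 µM LPI near EC80; imaged beta-arrestin-GFP aggregate spots per cell after agonist stimulation; plate controls were LPI-stimulated DMSO wells for no effect and DMSO wells without LPI for full effect; some results filed as inactive read as strong as hits; confirmed hits need IC50 under 10 µM and bright autofluorescent wells are also inconclusive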
RSV CPE inhibition – inhibition of RSV-induced cytopathic effect – HEp-2 cells, primary 10 µM value included (AID 2391). HEp-2 cells, RSV-induced CPE inhibition; higher % means a stronger effect. 310,000 compounds, 0.13% hits. one-dose CPE inhibition, % at 10 µM; IC50 in µM for titrated hits; in the data active means a potency from the dose series; inconclusive means CPE inhibition mostly from about 23% at the one dose, without a potency; inactive means the rest, 99 in 100 with CPE inhibition below about 21%; further: strong numbers were not always called active
GPR35 antagonists – GPR35 antagonists blocking zaprinast-driven arrestin recruitment, primary screen, imaging, U2OS, beta-arrestin-GFP, zaprinast agonist (AID 2058); U2OS GPR35 beta-arrestin-GFP translocation imaging, zaprinast antagonism; higher % means a stronger effect; 290,000 compounds, 0.052% hits; inhibition, % at 10 µM; hits with a dose series show IC50 in µM;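 active means inhibition of at least 50% with at least 30 cells and total cytoplasm GFP at most 10,000,000; inconclusive means under 30 cells or total GFP of 10,000,000 plus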
SV40 large T antigen – TAg ATPase/helicase activity blockers – biochemical (AID 1903) | SV40 large T antigen ATPase/helicase inhibition assay; higher % means a stronger effect | inhibition, % at 20 µM; hits with a dose series show IC50 in µM | 310,000 compounds, 0.39% hits; in the data active means a potency from the dose series; inconclusive means inhibition mostly from about 32% at the one dose, without a potency; inactive means the rest, 99 in 100 with inhibition below about 32%; further: strong numbers were not always called active
Dengue-2 NS5 capping – flavivirus cap methylation enzyme inhibition – biochemical, confirmation dose response, primary screen (AID 588689). Dengue-2 NS5 methyltransferase capping enzyme assay, biochemical; higher % means a stronger effect. 340,000 compounds, 0.3% hits. one-dose inhibition, % at 25 µM; IC50 in µM for titrated hits; in the data active means a potency from the dose series; inconclusive means inhibition above about 29% without an active follow-up result
Salmonella PhoP GFP – inhibitors of PhoP regulon expression, primary screen, Salmonella Typhimurium, GFP reporter (AID 1863) | S. Typhimurium PhoP-regulated promoter GFP reporter, 4 h; higher % means a stronger effect | one-dose inhibition, % at 50 µM; IC50 in µM for titrated hits | 300,000 compounds, 0.16% hits;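 active means inhibition over 29.93%, a cutoff 3 SD above the screen mean, later confirmed by dose response; inconclusive means inhibition over 29.93% but no dose response follow-up; inactive means inhibition at most 29.93% or unconfirmed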;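 further: 0% = low Mg2+ inducing control and 100% = high Mg2+ repressing control; strong numbers were not always called active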
Dengue-2 NS5 capping pilot replicate – second read-out of Dengue-2 NS5 capping, no call of its own (marks repeat the call); inhibition, %; measured here: pilot screen replicate inhibition
Active calls of the source: *; ? = inconclusive; · = not tested or not shown; [ ] = remark or other dose.

SMILES	HIV peptide binding	MgcRacGAP inhibition	UTI89 phage lysis	GPR55 LPI antagonism	RSV CPE inhibition	GPR35 antagonists	SV40 large T antigen	Dengue-2 NS5 capping	Salmonella PhoP GFP	others
COc1cccc(CN2C(=O)N(C(C)C)C(N(O)C(=O)NC(C)C)C2(C)C)c1OC (configuration not stated)	-1.4%	9%	1.0%	8%	-0.2%	10%	1%	-4%	-1%
COc1ccc(C2=NS(=O)(=O)N(C)C(C(=O)Nc3ccc(F)cc3F)=C2)cc1	0.0%	-2%	5.4%	13%	2.1%	-1%	4%	-6%	·
CN(Cc1ccccc1)CC(O)COc1ccc(CNCCc2ccncc2)cc1 (configuration not stated)	0.1%	16%	-0.2%	6%	-3.0%	8%	15%	-8%	11%
Cc1cccc(N(CC(O)CN(C)C)S(=O)(=O)c2ccccc2)c1 (configuration not stated)	-1.9%	-4%	2.6%	7%	1.4%	-4%	-17%	2%	-4%
CCOc1nc2cnccc2n(CC(=O)Nc2cccc(C)c2C)c1=O	-0.4%	8%	0.2%	-4%	1.7%	-12%	9%	-16%	-1%
O=C(O)c1ccccc1-n1ncc2c1/C(=C/c1ccc(Cl)cc1)CC2	8.3%	·	·	0%	5.8%	5%	20%	·	-3%
CC(C)C(C)(C#N)NC(=O)CSc1ncnc2sc(-c3ccccc3)cc12 (configuration not stated)	0.4%	4%	-0.2%[50 µM]	12%	?	3%	4%	-3%	5%
Cn1cnnc1SCc1ccc(C(=O)N/N=C/c2cccs2)cc1	-1.6%	8%	0.1%	-5%	2.3%	-8%	6%	1%	-2%
O=S(=O)(Nc1nccs1)c1ccc(Cl)cc1	0.1%	5%	-2.7%	-2%	0.0%	-6%	5%	-6%	6%
Cc1ccc(C)c(C(=O)NC(C)c2ccc(-n3ccnc3)cc2)c1 (configuration not stated)	-1.6%	8%	1.4%[50 µM]	19%	0.3%	5%	-2%	-2%	2%
Cc1cc(OCC(=O)N2CCOCC2)cc2oc(=O)c3ccccc3c12	0.7%	6%	0.5%	-6%	2.6%	-4%	14%	-4%	2%
Cn1c(=O)c2c(nc(CN3CCN(C(=O)c4ccco4)CC3)n2Cc2ccc(Cl)cc2)n(C)c1=O	0.1%	5%	-0.3%	27%	2.6%	-3%	5%	2%	-21%	Dengue-2 NS5 capping pilot replicate=-3.3
CCCCN(C)C(=O)CCCCn1c(=O)[nH]c2cc(OCC)c(OCC)cc2c1=O	1.8%	8%	-0.2%	10%	2.6%	-2%	-2%	-1%	3%
O=C(Nc1nc(-c2cccs2)cs1)c1cccc(S(=O)(=O)N2CCCCCC2)c1	3.8%	6%	5.1%	8%	20%	0%	9%	-2%	-19%
N=c1sccn1CC(=O)NCCc1ccc(Cl)cc1Cl	0.6%	11%	0.2%	16%	-2.1%	8%	10%	2%	18%
Cc1cc(N)n(-c2ccccn2)n1	-0.6%	8%	0.6%	8%	·	-5%	10%	2%	8%
c1csc(CN2CCOCC2)c1	-1.6%	16%	0.3%	10%	0.1%	20%	54%	-1%	3%
C=CCOc1ccc(C2N3CC4(C)CN2CC(CCC)(C3)C4=O)cc1 (configuration not stated)	0.2%	8%	-0.6%	-4%	-0.2%	18%	6%	10%	5%
CCN1CCCC1CNC(=O)c1cc2c(C)nc3ccccc3c2o1 (configuration not stated)	-1.1%	19%	4.4%	-18%	1.4%	3%	3%	3%	-3%
CCOC(=O)c1ccc(Oc2cc(C)nc(Cl)n2)cc1	0.7%	4%	-0.3%	0%	0.8%	-11%	0%	-7%	-6%
Nc1nc(-c2ccccn2)nc(N)c1Cc1ccccc1F	1.6%	4%	?	0%	-0.1%	-10%	6%	-1%	3%
CC(C)Oc1ccc(S(=O)(=O)N2CCCCC2)cc1NC(=O)CC1OC(=O)c2ccccc21 (configuration not stated)	·	8%	1.2%[50 µM]	·	1.0%	·	16%	9%	-2%
O=C(CNC(=O)c1ccc(Cl)cc1)OCCCOC(=O)CNC(=O)c1ccc(Cl)cc1	-2.0%	2%	-0.3%	7%	0.3%	16%	-3%	3%	-5%
O=C(/C=C/c1ccc(Cl)cc1)NCCN1CCOCC1	3.0%	-4%	0.0%	-1%	1.1%	-6%	4%	0%	6%
Cc1cc(C)c(NC(=O)CCc2c(C)noc2C)c(C)c1	·	1%	0.5%[50 µM]	·	2.6%	·	·	-8%	·
CCc1ccc(NC(=O)CCc2nnc3ccc(N4CCC5(CC4)OCCO5)nn23)cc1	-0.6%	5%	0.0%	6%	2.9%	0%	8%	-4%	3%
CC(=O)Nc1ccc(NC(=O)CSc2nnc(-c3cc(C)[nH]n3)n2N)cc1	1.1%	14%	0.1%	6%	2.7%	4%	6%	-7%	-6%
CCN(CC)CCn1c2c(c(SCC(=O)Nc3ccccc3Cl)nc1=O)CCC2	·	6%	1.3%[50 µM]	·	0.7%	·	3%	-5%	4%
O=C(Oc1ccc(C(=S)N2CCCCC2)cc1)c1ccccc1	0.0%	·	·	1%	2.1%	6%	5%	·	0%
O=C(Cc1ccccc1)Nc1ccccc1N1CCN(c2ccccc2)CC1	-1.8%	-2%	0.1%	-11%	2.3%	-5%	-2%	1%	-4%
COc1ccc(NC(=O)CN(c2ccccc2C)S(C)(=O)=O)c(OC)c1	1.1%	11%	0.3%	10%	0.3%	-2%	11%	-1%	-3%
Cc1c(Cl)c(C(=O)N2CCCC2)nn1C	-1.8%	9%	1.9%[50 µM]	15%	0.8%	-3%	7%	-2%	-2%
COc1cc(C=O)ccc1OCCOCCOc1cc(C)ccc1Cl	-0.3%	12%	-0.2%	16%	1.5%	28%	10%	-9%	-4%
N#CC1=C(N)n2c(s/c(=C\c3cccs3)c2=O)=C(C#N)C1c1cccs1 (configuration not stated)	75%*	7%	-0.3%	4%	3.5%	11%	?	-4%	16%
CN(CC(=O)Nc1cccc(F)c1)C(=O)C1(c2ccccc2)CC1	·	7%	0.1%[50 µM]	·	1.7%	·	·	-4%	·
COc1cc(CC(=O)OCC(=O)NCCc2ccc(S(N)(=O)=O)cc2)cc(OC)c1OC	·	9%	0.3%[50 µM]	·	0.8%	·	·	-5%	·
CC(C)(C)OC(=O)N[C@H](Cc1ccccc1)C(=O)N1CCC(C(=O)O)CC1	-1.1%	10%	0.2%	6%	1.6%	-7%	17%	-2%	-15%
C=CCc1cc(OC)ccc1OCCOCCN1CCc2ccccc2C1	-1.1%	23%	5.1%	3%	-3.3%	8%	6%	4%	-11%
COc1ccc(C2C(C(=O)N3CCN(C)CC3)c3ccccc3C(=O)N2C2CCCCC2)cc1 (configuration not stated)	2.6%	-5%	2.7%	-10%	1.0%	-1%	7%	-2%	5%
Cc1cc(C)cc(N(C(=O)c2ccc(Br)o2)C2C=CS(=O)(=O)C2)c1 (configuration not stated)	-0.8%	4%	0.1%	8%	1.9%	0%	15%	-1%	2%
Cc1ccc(C)c(S(=O)(=O)NCC(=O)Nc2ccc3c(c2)OCO3)c1	-0.4%	6%	1.5%[50 µM]	16%	1.2%	-6%	10%	-10%	-3%
CN1CCN(C(=O)c2ccccc2N(Cc2ccccc2)S(=O)(=O)c2ccccc2)CC1	2.6%	3%	1.9%	-8%	-0.7%	13%	11%	-6%	3%
CN(C)CC/C=C1\c2cc(Cl)ccc2Sc2cc(F)c(F)cc21	·	11%	7.1%	·	·	·	14%	-6%	·
CC(OC(=O)/C=C/c1ccccc1)C(=O)Nc1ccc(C(N)=O)cc1 (configuration not stated)	·	1%	0.4%[50 µM]	·	1.1%	·	·	2%	·
Cc1ccc(S(=O)(=O)c2nc(-c3ccco3)oc2SCC(=O)NCC2CCCO2)cc1 (configuration not stated)	3.5%	10%	-0.3%	1%	1.7%	-12%	30%	6%	0%
Cc1nc(CS(=O)(=O)c2ccccn2)sc1C(=O)NNC(=O)c1ccc(Cl)cc1	1.3%	-13%	-2.1%	10%	1.8%	0%	4%	-3%	-1%
N#Cc1cn(Cc2cccc(Cl)c2)c2ccccc12	0.4%	13%	0.4%[50 µM]	-4%	3.8%	-2%	3%	-7%	3%
CCOC(=S)SCc1cn2ccccc2n1	3.2%	3%	3.7%	5%	-0.4%	13%	18%	-16%	5%
COC(=O)c1c(-c2ccccc2)csc1NC(=O)c1c(-c2ccccc2)noc1C	0.0%	3%	0.2%	-10%	3.1µM*	-27%	2%	-6%	-3%
CCOc1ccccc1NC(=O)CN(C)S(=O)(=O)c1cnc[nH]1	-1.5%	2%	-0.3%	-15%	2.1%	10%	13%	6%	-3%
O=C(Cc1ccccc1)Nc1ccc(S(=O)(=O)N2CCCC2)cc1	-0.6%	5%	-0.1%	5%	·	7%	·	-11%	·
C=CCSc1nnc(Cc2c(C)[nH]c3ccccc23)o1	2.2%	-5%	0.0%	6%	6.3%	-15%	26%	-1%	8%
N#CCCN(C(=O)COC(=O)c1ccc2c(=O)n3c(nc2c1)CCC3)c1ccc(F)cc1	0.8%	6%	-2.8%	10%	1.8%	10%	8%	-4%	-1%
O=C(CCl)NN1C(=O)NC(c2ccccc2)(c2ccccc2)C1=O	1.4%	7%	0.1%	17%	7.5%	9%	22%	-32%	15%
CC(=O)c1cccc(NC(=O)C(=O)c2cn(CC(=O)N3CCCCC3)c3ccccc23)c1	0.7%	6%	0.2%	-3%	2.9%	-9%	-2%	-4%	-1%
COc1ccc2nc(NC(=O)C(NS(=O)(=O)c3cccs3)C(C)C)sc2c1 (configuration not stated)	-1.4%	7%	0.3%	-2%	2.0%	-2%	-2%	-6%	0%
COc1ccc(S(=O)(=O)N(CC(=O)N2CCN(C)CC2)c2ccccc2)cc1OC	-0.6%	5%	-0.7%	-11%	-0.2%	-23%	11%	-7%	3%
CC(C)CNC(=S)NC(=O)c1ccc([N+](=O)[O-])cc1	157%	2%	-0.5%	30%	0.1%	-11%	-1%	18%	2%
O=C(N[C@@H](Cc1ccc(Br)cc1)C(=O)O)OCC1c2ccccc2-c2ccccc21	47%	9%	-0.4%	2%	15%	1%	23%	4%	5%
CCOC(=O)c1c(NS(=O)(=O)c2cccc(OC)c2)sc2c1CCC2	51%	24%	-1.9%	-3%	0.7%	6%	18%	4%	-12%

Assay outcomes deposited in PubChem by several laboratories.
